# sPLA2-III inh = Inhibits HGIII-sPLA2 liposome hydrolysis, primary screen; Q9NZ20; QFRET BODIPY PC-A2 liposome hydrolysis, fluorescence; inhibition, % at 12.2 µM; hit rate 0.56% among 370,000;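 active = inhibition above mean plus 3 SD of compounds lying within the high and low control bounds, cut at about 19% in these data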;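 note: 0% = median of test compound wells and 100% = no enzyme DMSO wells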
# PLCb3 inh = blocks human PLC-beta3 enzyme activity. Q01970. Purified PLC-beta3, fluorogenic substrate, fluorescence. inhibition, % at 12.2 µM. hit rate 0.18% among 370,000. AID 720704; in the data active = inhibition above about 11%;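 note: 0% = median of compound wells on plate and 100% = full blocker control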
# PG9 Ab binder = small molecules binding HIV-1 gp120 antibody PG9. TR-FRET gp120-PG9 antibody binding. inhibition, % at 6.7 µM. hit rate 0.43% among 360,000. AID 624416; in the data active = inhibition above about 8.5%
# Rev-erbA mod = modulates human Rev-erb alpha binding to DNA | P20393 | activity, % at 10 µM | hit rate 0.79% among 370,000 | Rev-erbα–FITC-DNA binding, fluorescence polarization, 90 min | AID 1259318;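 active = activity above about 14%, limit read from the data; passing the limit was not always enough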;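 note: 0% = DMSO wells with 35 nM protein and 100% = DMSO wells with 750 nM protein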
# Target sequence (P20393 whole entry, looked up): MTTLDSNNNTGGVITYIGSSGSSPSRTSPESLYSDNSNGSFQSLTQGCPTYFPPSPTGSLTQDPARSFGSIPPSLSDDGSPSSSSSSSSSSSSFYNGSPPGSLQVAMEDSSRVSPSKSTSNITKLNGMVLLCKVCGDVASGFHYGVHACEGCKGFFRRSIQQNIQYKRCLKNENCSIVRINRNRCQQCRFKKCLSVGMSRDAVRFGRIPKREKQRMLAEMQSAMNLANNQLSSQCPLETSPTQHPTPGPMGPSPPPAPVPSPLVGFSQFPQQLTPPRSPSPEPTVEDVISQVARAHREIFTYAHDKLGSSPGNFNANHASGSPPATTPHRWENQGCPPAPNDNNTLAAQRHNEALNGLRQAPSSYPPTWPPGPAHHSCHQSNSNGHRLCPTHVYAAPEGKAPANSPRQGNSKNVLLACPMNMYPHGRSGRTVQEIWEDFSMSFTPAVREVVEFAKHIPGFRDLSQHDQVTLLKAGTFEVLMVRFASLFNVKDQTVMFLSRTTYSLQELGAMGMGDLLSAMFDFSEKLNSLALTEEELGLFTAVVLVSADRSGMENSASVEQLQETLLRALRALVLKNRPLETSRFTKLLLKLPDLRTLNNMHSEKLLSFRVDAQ
# hcDAF-12 act = H. contortus DAF-12 activation, primary screen | HEK293 hcDAF-12 lit1-tk-luc reporter, luminescence; 0% DMSO, 100% Δ7-dafachronic acid | activation, % at 6.8 µM | hit rate 1.4% among 370,000;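 active = activation above the mean of all tested compounds plus 3 SD, cut at about 5.5% in these data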;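 note: 100% = response to 3 µM Δ7-dafachronic acid high control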
# FXN GAA850 act = activators of GAA850 frataxin (FXN) promoter; HEK293 lucGAA850 FXN promoter luciferase reporter, 24 h; percent of 10 µM SAHA response; activation, % at 6 µM; hit rate 0.56% among 360,000;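 active = activation above the average of all compounds screened plus 3 SD, cutoff fixed separately per campaign, cut at about 7.5% in these data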;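 note: 0% = DMSO wells and 100% = 10 µM SAHA wells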
# ssDAF-12 act = activates DAF-12 receptor from parasite S. stercoralis. HEK293 ssDAF-12/GRIP1 lit1-tk-luc reporter, luminescence; % of 3 µM dafachronic acid response. activation, % at 6.8 µM. hit rate 1% among 370,000. AID 652126;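 active = activation above the mean over all tested compounds plus 3 SD, cut at about 0.9% in these data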;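 note: 0% = DMSO-only wells and 100% = 3 µM delta7-dafachronic acid wells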
# hgDAF-12 ag = agonists of H. glycines DAF-12 nuclear receptor; activation, % at 6.8 µM; hit rate 1.8% among 370,000; HEK293 GAL4-hgDAF12 UAS-luciferase reporter, agonist luminescence; normalized to butyrate control;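 active = activation above a cutoff set at the mean of all screened compounds plus 3 SD, cut at about 10% in these data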;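 note: 0% = DMSO wells and 100% = sodium butyrate wells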
# SMARCA2 act = increases SMARCA2 function in MMTV reporter cells; MG213 cells, MMTV-luciferase reporter, dexamethasone, overnight; activation, % at 9.1 µM; hit rate 1% among 370,000; AID 652017; in the data active = activation above about 7.8%;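 note: 0% = vehicle wells and 100% = reference activator wells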
# DAX1 inh-1 = inhibitors of DAX1 repression of SF-1 activated StAR promoter; HEK293T StAR-luciferase reporter, SF-1/DAX-1 repression relief; inhibition, % at 6.8 µM; hit rate 1.1% among 370,000; AID 652010;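 active = inhibition above the mean over all tested compounds plus 3 SD, cut at about 3.6% in these data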;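 note: 0% = DAX-1 cells with DMSO and 100% = cells lacking DAX-1 with DMSO; higher inhibition means more luminescence from relief of DAX-1 repression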
# DAX1 inh-2 = inhibits human nuclear receptor DAX1; AID 504766; inhibition, % at 6.75 µM; HEK293 Gal4-DAX1 luciferase reporter, luminescence; P51843; hit rate 0.99% among 340,000;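 active = inhibition above the mean over all tested compounds plus 3 SD, cut at about 4.2% in these data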;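 note: 0% = DAX1-transfected cells with DMSO and 100% = empty-vector control cells with DMSO; inhibition shows as a rise in luminescence from relieved DAX1 repression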
# Target sequence (P51843 207-470 limits assumed): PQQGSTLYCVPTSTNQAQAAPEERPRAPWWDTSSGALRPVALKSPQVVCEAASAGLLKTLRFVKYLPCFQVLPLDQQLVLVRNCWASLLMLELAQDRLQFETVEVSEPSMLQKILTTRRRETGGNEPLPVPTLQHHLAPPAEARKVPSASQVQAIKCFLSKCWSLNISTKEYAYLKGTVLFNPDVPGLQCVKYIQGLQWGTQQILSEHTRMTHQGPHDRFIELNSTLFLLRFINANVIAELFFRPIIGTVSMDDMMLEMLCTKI
# * hit, by the source's call; . = no result given.
SMILES	Rev-erbA mod	sPLA2-III inh	PLCb3 inh	PG9 Ab binder	hgDAF-12 ag	ssDAF-12 act	SMARCA2 act	hcDAF-12 act	DAX1 inh-2	FXN GAA850 act	DAX1 inh-1
CCn1c2ccccc2c2nnc(SCN3C(=O)c4ccccc4C3=O)nc21	2.7	2.1	-8.3	0.1	-3.1	-1.2	-0.6	-2.6	1.6	0.5	0.1
CCCNC(=S)NC1CCCC1	1.9	4.0	1.0	-1.6	1.7	-0.1	1.2	2.2	-0.4	0.1	-0.1
COc1cc(C(=O)NCc2cccnc2)ccc1OCC(=O)Nc1cccc(C(F)(F)F)c1	18.3*	-3.0	-12.2	0.0	-9.0	-1.9	-3.5	-3.8	-2.3	1.3	-5.1
COc1cccc(C(=O)O/N=C(\N)Cc2ccc(Cl)cc2)c1	-4.5	-2.7	2.4	1.4	3.1	-1.5	-1.2	3.8	2.8	-3.5	0.2
COCCNC(=O)CNC(=O)c1nn(-c2ccc(OC)c(Cl)c2)c(=O)c2ccccc12	-5.1	-3.8	-84.2	0.7	-1.6	-0.1	-4.4	-2.7	-0.7	1.5	-0.7
CC1(C)Cc2c(sc(NC(=O)C(=O)N3CCCCC3)c2C(=O)O)CO1	-0.1	8.7	-9.3	1.5	-1.0	-0.3	-3.6	-0.9	0.1	1.7	1.3
O=C(COc1ccc2c(c1)CCC2)N1CCc2ccccc21	2.9	4.3	-0.8	-0.7	4.1	0.3	1.3	0.6	0.7	5.9	2.1
CC(=O)N(c1ccccc1)C1CCCC1	4.5	-0.6	1.3	-2.3	-1.8	-1.5	0.5	-3.0	0.6	-0.8	-0.7
Cc1ccccc1Oc1ccc2c(c1)[C@@H]1C[C@H](N(C)C(=O)Nc3cc(Cl)cc(Cl)c3)[C@H]([C@H](C)O)C(=O)N1CC2	-5.2	-10.6	-3.1	1.4	3.8	-1.1	-4.3	-0.6	2.8	-1.2	-3.5
O=C(C1CCCN(S(=O)(=O)c2cccs2)C1)N1CCC(N2CCCCC2)CC1 (stereo not drawn)	-4.1	-3.7	3.5	0.7	0.0	0.4	-1.1	2.0	0.4	-2.3	2.2
C/C(=N\Nc1ccc(S(N)(=O)=O)cc1[N+](=O)[O-])c1ccccc1O	2.3	-5.5	-2.8	-2.5	-1.8	-1.2	-1.7	-0.5	0.9	0.5	-0.5
CC(=O)N1c2ccc(S(=O)(=O)NCC3CCC(C(=O)NC4CCCCC4C)CC3)cc2CC1C (stereo not drawn)	3.2	5.4	-7.4	-0.7	-2.8	-1.7	-1.7	-2.3	-0.1	-1.1	-0.6
COc1ccc(CC(=O)N2CCN(c3ccc(F)cc3)CC2)cc1	-2.0	9.6	-2.5	1.1	1.0	-0.4	-4.4	-2.3	-0.8	0.1	-0.3
COc1ccc(Nc2nnc(-c3ccc(O)cc3)c3ccccc23)cc1	-3.3	-14.6	-52.6	-2.0	-1.5	-1.6	1.4	-0.6	0.1	1.0	0.1
O=C(CS(=O)(=O)c1ccc(F)cc1)N1CCOCC1	3.0	1.8	-8.2	-2.6	0.8	-0.8	-1.0	-0.4	-0.4	0.8	-0.9
COc1cccc(CNC(=O)COC(=O)/C(C#N)=C/c2ccc(N(C)C)cc2)c1	-2.9	5.0	-8.4	20.5*	2.3	-1.0	-1.6	0.8	0.5	0.2	0.4
COc1cc(NC(=O)CSc2nnc3ccc(-c4cccnc4)nn23)cc(OC)c1	1.6	8.7	-3.9	-0.7	2.9	-0.6	-1.3	-0.6	-0.1	1.4	1.6
O=C1c2ccccc2CC1(Cc1ccccc1)Cc1ccccc1	2.0	-2.9	0.8	-0.4	1.5	-0.9	-4.1	-0.2	-0.3	1.3	-0.4
CC(C)(C)N1C(=O)c2ccc(C(=O)O)cc2C1=O	-1.6	4.0	0.5	-5.3	1.2	-1.0	0.9	-1.8	1.4	2.2	0.1
O=C(NN=Cc1ccc2c(c1)OCO2)c1ccc([N+](=O)[O-])cc1	-7.8	4.7	3.1	0.6	-0.6	-0.6	-6.1	0.1	.	.	-0.4
Cc1cc(C(=O)OCC(=O)Nc2ccc(F)cc2)c(C)o1	4.6	4.4	4.3	0.8	-1.1	-1.4	-7.5	-1.9	0.3	0.8	-0.4
CC1CC(C)CN(C(=O)CCCn2c(=O)c3cccn3c3cccnc32)C1 (stereo not drawn)	-1.9	6.2	-5.9	1.1	2.5	-0.8	-2.7	-0.7	-0.2	0.4	0.1
COc1ccc(NCc2ccc(OC)c(Cn3ccnc3)c2)c(OC)c1	4.0	-20.4	-8.7	-7.2	-1.5	-1.0	-0.7	-2.6	-0.5	1.2	-0.1
CCOC(=O)[C@H]1[C@H]2COc3ccc(Cl)cc3[C@@H]2N2C(=O)c3cc(OC)ccc3NC(=O)[C@@]12C	8.0	-5.5	0.9	-1.2	1.8	-1.3	-0.5	-2.2	2.7	-9.2	0.8

# Eight structures from above, ordered by molar mass, low to high:
SMILES	Rev-erbA mod	sPLA2-III inh	PLCb3 inh	PG9 Ab binder	hgDAF-12 ag	ssDAF-12 act	SMARCA2 act	hcDAF-12 act	DAX1 inh-2	FXN GAA850 act	DAX1 inh-1
CC(C)(C)N1C(=O)c2ccc(C(=O)O)cc2C1=O	-1.6	4.0	0.5	-5.3	1.2	-1.0	0.9	-1.8	1.4	2.2	0.1
O=C(CS(=O)(=O)c1ccc(F)cc1)N1CCOCC1	3.0	1.8	-8.2	-2.6	0.8	-0.8	-1.0	-0.4	-0.4	0.8	-0.9
Cc1cc(C(=O)OCC(=O)Nc2ccc(F)cc2)c(C)o1	4.6	4.4	4.3	0.8	-1.1	-1.4	-7.5	-1.9	0.3	0.8	-0.4
COc1ccc(Nc2nnc(-c3ccc(O)cc3)c3ccccc23)cc1	-3.3	-14.6	-52.6	-2.0	-1.5	-1.6	1.4	-0.6	0.1	1.0	0.1
COc1ccc(NCc2ccc(OC)c(Cn3ccnc3)c2)c(OC)c1	4.0	-20.4	-8.7	-7.2	-1.5	-1.0	-0.7	-2.6	-0.5	1.2	-0.1
COc1cccc(CNC(=O)COC(=O)/C(C#N)=C/c2ccc(N(C)C)cc2)c1	-2.9	5.0	-8.4	20.5*	2.3	-1.0	-1.6	0.8	0.5	0.2	0.4
COc1cc(NC(=O)CSc2nnc3ccc(-c4cccnc4)nn23)cc(OC)c1	1.6	8.7	-3.9	-0.7	2.9	-0.6	-1.3	-0.6	-0.1	1.4	1.6
CCOC(=O)[C@H]1[C@H]2COc3ccc(Cl)cc3[C@@H]2N2C(=O)c3cc(OC)ccc3NC(=O)[C@@]12C	8.0	-5.5	0.9	-1.2	1.8	-1.3	-0.5	-2.2	2.7	-9.2	0.8

# More entries follow.
SMILES	Rev-erbA mod	sPLA2-III inh	PLCb3 inh	PG9 Ab binder	hgDAF-12 ag	ssDAF-12 act	SMARCA2 act	hcDAF-12 act	DAX1 inh-2	FXN GAA850 act	DAX1 inh-1
CCC1CCCCN1C(=O)COC(=O)c1cc(C)nc2ccccc12 (stereo not drawn)	4.6	-6.6	-7.7	-1.0	-0.5	-1.7	1.1	0.5	-1.3	0.7	0.1
COc1ccc(OC)c(C2C(C(C)=O)=C(O)C(=O)N2CCC(=O)O)c1 (stereo not drawn)	0.0	7.9	-2.9	-1.1	-0.6	-0.9	-0.4	1.0	0.6	3.0	0.1
COc1ccc(CCNC(=O)CCNC(=O)c2ccccc2Cl)cc1	-2.7	3.1	-2.6	-2.1	-0.7	-1.5	0.5	-1.3	0.7	3.9	-0.2
O=C(c1cc(C2CC2)on1)N1CCN(c2ccc(F)cc2)CC1	1.1	-2.2	-0.4	-0.4	0.1	-1.5	-1.9	-1.6	-1.4	1.1	0.2
C[C@@H]1O[C@@H](Oc2c(-c3cc(O)c(O)c(O)c3)oc3cc(O)cc(O)c3c2=O)[C@H](O)[C@H](O)[C@H]1O	-9.2	7.3	2.8	-8.3	-0.4	-1.0	-0.7	-2.1	-0.3	-0.7	-0.3
Clc1ccc(C2=NOC(c3nnc(-c4ccccc4)o3)C2)cc1 (stereo not drawn)	-2.4	6.7	1.7	1.5	1.4	-0.4	-0.2	-1.9	-0.2	1.0	-0.2
CN(C(=O)COC(=O)c1cccnc1Nc1ccccc1F)C1CCS(=O)(=O)C1 (stereo not drawn)	-3.5	2.0	-5.1	-0.9	-0.9	-0.4	-2.2	0.4	-1.0	5.4	0.1
COc1ccccc1NS(=O)(=O)c1cccc(C(=O)NCc2ccncc2)c1	-1.9	1.2	0.1	-0.6	-0.1	-1.4	-0.4	-2.1	0.5	0.1	-2.0
Cc1ccc2cc(-c3noc(C4CCCCC4)n3)c(=O)[nH]c2c1	41.4*	0.4	3.1	0.3	-0.3	-1.4	-0.1	0.5	1.5	-1.1	0.4
O=C(CCSc1ccccc1)NCC1CCCO1 (stereo not drawn)	6.2	10.8	2.9	1.8	0.4	-0.8	3.6	-0.1	0.8	-1.5	-0.2
COc1ccc2nc(C)cc(SCC(=O)Nc3c(C)cc(C)cc3C)c2c1	412.4*	6.0	2.9	-1.0	-0.1	-1.4	1.1	-2.6	2.3	0.8	-0.4
COc1ccc(OC)c(N(CC(=O)NCc2ccccn2)S(C)(=O)=O)c1	-5.3	-3.5	1.2	0.1	-3.2	-0.9	-1.5	-1.5	1.4	3.3	-0.1
CC1CCCCN1CCCNc1ccc(C(CC(N)=O)NC(=O)c2ccccc2)cc1[N+](=O)[O-] (stereo not drawn)	2.8	-1.2	2.4	-3.6	0.3	-0.4	2.0	-1.3	0.4	0.1	0.0
COc1ccc(C2=Nn3c(nnc3-c3ccncc3)SC2)cc1OC	-0.8	5.4	-5.0	-4.1	-1.4	-2.1	8.6*	-2.4	0.2	6.9	-1.1
CCOc1ccc(Br)cc1S(=O)(=O)Nc1cccc(S(=O)(=O)N(CC)CC)c1	1.9	-8.7	-3.1	-1.5	0.9	-0.5	-2.8	-0.5	0.6	-1.4	0.2
COc1cc(C)c2occ(/C(C)=N\O)c2c1	-0.1	-8.8	-1.5	-1.9	0.4	-1.1	-0.7	-1.4	1.6	-1.1	-0.5
Cc1ccccc1OCCC(=O)Nc1ccccc1C(=O)N1CCCCC1	7.5	-1.2	-2.9	0.7	-0.6	-1.6	-2.4	-0.8	0.1	0.7	-0.6
COC(=O)c1ccc(N2CCOCC2)c(NC(=O)c2ccc(Br)o2)c1	-3.9	0.3	-2.5	-0.5	1.9	-0.2	-3.5	0.3	0.2	3.1	0.9
CCCCOCCCNC(=O)C[C@H]1C[C@@]2(C(=O)OC)C(=C[C@H](COCc3ccccc3)O[C@@H]2C)N(CCc2ccc(OC)c(OC)c2)C1=O	-3.6	-13.2	4.0	.	-2.7	-1.9	-1.6	-3.9	.	.	0.4
COc1ccc(OC)c(N/C(C)=C/C(=O)c2ccc(Br)cc2)c1	-4.8	-0.9	-11.4	-1.3	0.3	-1.4	0.4	-3.2	1.5	2.3	-2.0

# Screens from PubChem.
